Bioassay records: PubChem, several laboratories
ZTA counter: blocks Epstein-Barr virus ZTA, an EBNA-1 counter-screen. actives 0.15% (n = 320,000). P03206. ZTA-DNA binding, fluorescence polarization. inhibition, % at 11 µM; in the data active = inhibition above about 33%
Target sequence (P03206 whole entry, looked up): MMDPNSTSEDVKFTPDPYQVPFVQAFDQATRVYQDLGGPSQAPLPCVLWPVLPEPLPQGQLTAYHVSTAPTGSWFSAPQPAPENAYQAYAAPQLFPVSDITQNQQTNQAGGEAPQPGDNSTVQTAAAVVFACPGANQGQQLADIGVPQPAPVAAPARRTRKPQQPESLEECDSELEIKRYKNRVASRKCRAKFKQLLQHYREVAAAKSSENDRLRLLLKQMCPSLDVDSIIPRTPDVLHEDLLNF
PP5 inh: inhibitors of human protein phosphatase 5 (PP5); P53041; purified PP5c, OMFP substrate fluorescence; inhibition, % at 6.7 µM; actives 0.18% (n = 320,000);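 active = inhibition above the campaign's mean inhibition across all tested compounds plus 3 SD, cut at about 9.5% in these data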;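 note: 0% = DMSO only and 100% = 100 µM cantharidin control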
Target sequence (P53041 whole entry, looked up): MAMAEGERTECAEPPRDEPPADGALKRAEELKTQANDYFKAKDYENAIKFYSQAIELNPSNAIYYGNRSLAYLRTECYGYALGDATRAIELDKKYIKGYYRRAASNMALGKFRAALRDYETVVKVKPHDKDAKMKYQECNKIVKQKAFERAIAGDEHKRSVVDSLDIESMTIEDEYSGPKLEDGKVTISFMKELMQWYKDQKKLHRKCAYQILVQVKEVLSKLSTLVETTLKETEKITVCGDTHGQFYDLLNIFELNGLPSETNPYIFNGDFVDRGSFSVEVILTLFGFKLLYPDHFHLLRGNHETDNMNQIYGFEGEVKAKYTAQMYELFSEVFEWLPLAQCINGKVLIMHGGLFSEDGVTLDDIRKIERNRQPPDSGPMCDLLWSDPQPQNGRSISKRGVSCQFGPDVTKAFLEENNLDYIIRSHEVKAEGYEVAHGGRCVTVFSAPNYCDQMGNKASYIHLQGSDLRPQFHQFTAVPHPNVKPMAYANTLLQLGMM
EBNA-1 inh: blocks EBNA-1 binding to DNA; EBNA-1 DNA binding, fluorescence polarization; inhibition, % at 14.8 µM; actives 0.34% (n = 300,000); AID 1950; in the data active = inhibition above about 28%
TPT1 inh: inhibitors of Candida albicans tRNA 2'-phosphotransferase TPT1 | recombinant caTPT1, FP RNA substrate dephosphorylation | inhibition, % at 5 µM | actives 0.81% (n = 300,000) | AID 1962;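 active = inhibition above the mean of all tested compounds plus 3 SD, set per screening campaign, cut at about 24% in these data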;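 note: plate controls were DMSO alone for no effect and ferristatin control at 100 nM for full effect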
Efflux pump inh: blocks antifungal efflux pumps in multiplex yeast assay. S. cerevisiae Candida pump triplex, Nile Red efflux. AID 485275. actives 0.44% (n = 330,000). inhibition, % at 10 µM;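 active = plate passing quality check with inhibition over a set limit, or well fluorescence over plate mean plus 4 SD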;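 note: Nile Red retained in pooled yeast measured as flow cytometry median fluorescence; 0% = buffer negative control and 100% = Enniatin B positive control; higher means more Nile Red kept so more efflux inhibition; some compounds called inactive have numbers as strong as hits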
core dimer inh: blocks dimerization of HCV core protein | TR-FRET GST/Flag-core106 dimerization, 1536-well | inhibition, % at 5 µM | actives 0.33% (n = 300,000) | AID 1899;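 active = inhibition above the mean of all tested compounds plus 3 SD, set per screening campaign, cut at about 45% in these data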
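System – GST-tagged and Flag-tagged HCV core protein residues 1-106 · Repeats – one well for each compound · Technique – TR-FRET 671 and 617 nm emission · Doses – one concentration, 5 µM, in 0.5% DMSO · Times – 4 h, 22.5 °C incubation · Also added – Eu donor and XL665 acceptor anti-tag antibodies · Measure – percent inhibition of core106 dimerization signal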
PREPL inh: human PREPL enzyme inhibition | actives 0.68% (n = 320,000) | AID 2751 | recombinant PREPL, fluorescence polarization activity-based probe | Q4J6C6 | inhibition, % at 5.96 µM; in the data active = inhibition above about 43%;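 note: 0% = enzyme with DMSO and 100% = wells lacking enzyme; many of its hits are not listed in these tables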
PP1 counter: counter-screen for PP5 inhibitors: inhibitors of human PP1-alpha; AID 2235; purified PP1alpha, OMFP fluorescence; inhibition, % at 6.7 µM; P62136; actives 0.9% (n = 320,000);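 active = inhibition above the mean inhibition of all tested compounds plus 3 SD, computed separately for each screening campaign, cut at about 15% in these data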
Target sequence (P62136 whole entry, looked up): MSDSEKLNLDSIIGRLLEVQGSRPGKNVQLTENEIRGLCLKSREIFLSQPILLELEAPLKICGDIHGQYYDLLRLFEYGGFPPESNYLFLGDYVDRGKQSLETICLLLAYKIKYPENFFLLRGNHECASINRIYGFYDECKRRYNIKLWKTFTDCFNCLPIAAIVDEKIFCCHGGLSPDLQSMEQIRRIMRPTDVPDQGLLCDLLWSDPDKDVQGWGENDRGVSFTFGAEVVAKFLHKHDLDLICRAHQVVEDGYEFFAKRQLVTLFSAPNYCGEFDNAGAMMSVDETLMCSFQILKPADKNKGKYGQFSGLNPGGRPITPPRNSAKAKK
CTSL1 counter: cathepsin L1 inhibition, PFM18AAP counter-screen; recombinant F. hepatica cathepsin L1, Z-Leu-Arg-MCA fluorescence; inhibition, % at 5.96 µM; actives 0.49% (n = 300,000); AID 1906;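 active = inhibition above the mean of all tested compounds plus 3 SD, set per screening campaign, cut at about 17% in these data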;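 note: 0% = plate median of test compound wells and 100% = 1 µM Z-Phe-Ala-diazomethylketone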
Starred values were filed as active, the others as inactive; x = no result given. Only part of the results is shown, so the mix of outcomes need not match the whole.

SMILES	ZTA counter	PP5 inh	EBNA-1 inh	TPT1 inh	Efflux pump inh	core dimer inh	PREPL inh	PP1 counter	CTSL1 counter
COC(=O)c1sc(C(=O)OC)c(C(=O)OC)c1C(=O)OC	13	1.0	-3	1	0.2	2	0	2	0
O=C(NCc1ccccc1)C1=C[C@H](c2ccc3c(c2)OCO3)C[C@H](OCCCCO)O1	-24	4.3	-1	-3	0.0	0	9	-2	0
COc1cccc(CNC(=O)C2CCN(c3cnccn3)CC2)c1	-2	0.5	2	-4	0.0	-2	2	-3	1
S=c1[nH]nc(-c2ccc(Cl)cc2)n1-c1ccc(Cl)cc1	7	0.3	10	-2	-0.1	5	-8	-2	-3
COc1ccc(S(N)(=O)=O)cc1C(=O)NNC(=O)CN(C)S(=O)(=O)c1ccc(Cl)cc1	-6	0.0	x	x	0.3	x	17	-2	x
CCOc1ccc(NS(=O)(=O)c2csc(C(N)=O)c2)cc1	6	-1.1	2	5	-0.1	-4	-1	-1	-2
CC(C)OC(=O)c1cccnc1SCC(=O)N(C)c1ccccc1	11	-0.1	10	3	0.0	-1	0	-2	1
CCOc1ccc(CCNC(=O)COC(=O)CNS(=O)(=O)c2ccc(C)cc2)cc1OCC	5	-0.8	-3	6	-0.1	3	3	-3	-30
CN(C)c1nc(NCc2ccccc2)nc(N/N=C/c2ccc(Cl)cc2Cl)n1	-34	2.1	2	2	0.1	1	15	0	1
CCOc1ccc(S(=O)(=O)N2CCCCC2)cc1NC(=O)CN1C(=O)NC(C)(C2CC2)C1=O (centres undefined)	-3	3.7	x	x	-0.1	x	13	-3	x
COCCCNC(=O)c1cc2cc([N+](=O)[O-])cc(OC)c2oc1=O	3	1.5	-15	-1	0.0	-5	-2	-1	1
COc1ccc(-c2ccc3c(c2)S(=O)(=O)c2cccc(C(=O)NC4CCCCC4)c2C3=O)cc1OC	1	0.9	x	x	1.1*	x	15	0	x
Cc1cccc(C(=O)NNc2ncnc3c2cnn3C)c1	9	4.0	2	0	0.1	0	8	-10	1
Cc1ccc(S(=O)(=O)Nc2cccc(C(=O)NCC(c3ccccc3)N(C)C)c2)cc1F (centres undefined)	-6	-1.1	-3	0	0.0	-1	-48	0	0
Cc1c(Cl)cnc(NC(=O)COC(=O)c2nn(C)c(=O)c3ccccc23)c1Cl	4	1.9	10	-3	-0.1	15	6	3	-5
Cc1ccc(Cn2c(SCC(=O)N3CC(=O)Nc4ccccc43)nc3ccccc3c2=O)cc1	6	6.8	0	0	0.2	9	-10	4	0
O=[N+]([O-])c1ccccc1S(=O)(=O)N1CCCCC1	5	-1.4	11	1	-0.1	1	-4	-1	-6
Cc1cccc(N2CCN(C(=O)CSc3nnnn3C3CC3)CC2)c1C	-8	5.8	x	x	-0.1	x	26	1	x
CCOC(=O)NC(NC(=S)Nc1ccc(OC)cc1)C(Cl)(Cl)Cl (centres undefined)	-12	3.8	-2	-2	0.3	6	-4	0	0
S=c1[nH]nc(COc2ccc(Cl)cc2)n1Cc1ccco1	-17	-6.8	-6	2	0.0	-1	-8	-11	-1
COc1cccc(CCC(=O)Nc2cc3c(cc2C(=O)O)OCCCO3)c1OC	-4	2.7	x	x	-0.2	x	10	0	x
COc1ccc(NC2=C3CCCC=C3N(c3ccc(OC)cc3)C2=O)cc1	-10	0.6	4	-2	-0.1	1	24	0	4
Cc1cc(C)c(NC(=O)COc2ccccc2C(=O)Nc2ccc3c(c2)oc2ccccc23)c(C)c1	16	1.5	9	0	-0.1	13	2	-1	-1
COCCCN1C(=O)C2C(C(=O)Nc3cc(C)cc(C)c3)C3C=CC2(O3)C1C(=O)NC1CCCCC1 (centres undefined)	-7	1.4	-3	3	-0.1	8	-1	-2	3
COc1ccc(/C=C(/NC(=O)c2ccc(C)cc2)C(=O)NCc2ccncc2)cc1	-14	2.4	-13	-4	0.0	-19	4	-4	21*
Cc1ccc(S(=O)(=O)Nc2cc(C(=O)Nc3cc(C)cc(C)c3)ccc2Cl)cc1	-12	5.1	6	1	-0.2	31	-3	4	1
CCC(COC)NC(=O)c1ccc(OC)c(OC2CCN(C(C)=O)CC2)c1 (centres undefined)	8	1.4	-2	0	0.0	3	-5	1	0
Cn1cc(CC(=O)N2CCN(c3ccc(Cl)cc3)CC2)c2ccccc21	0	3.1	-7	10	0.0	5	14	-2	0
CC(C)OC(=O)CSc1nnc(-c2cccnc2)n1Cc1ccccc1	7	0.6	4	0	0.1	0	2	-6	-1
Cc1cc(C(=O)Nc2ccccc2C(=O)O)ccc1NC(=O)COc1cccc(C)c1C	-5	0.2	6	-1	-2.8	-17	9	2	2
COc1cc2c(cc1OC)C(CSc1ccccc1C(=O)O)=NC(C)(C)C2	2	1.3	-5	-1	0.1	0	3	0	5
O=C(NC(NNc1ccc([N+](=O)[O-])cc1)(C(F)(F)F)C(F)(F)F)c1ccc(F)cc1	7	2.6	-18	1	3.4	-7	10	-1	-3
Nc1nonc1C(=O)NCCNS(=O)(=O)c1ccc(Br)cc1	-12	3.6	-3	-3	0.7	-5	17	-8	2
Cn1c(N)c(S(=O)(=O)c2ccc(Br)cc2)c2nc3ccccc3nc21	-1	5.3	-4	-2	0.1	8	-17	2	2
c1ccc(CN=C2Nc3ccccc3CS2)nc1	18	-0.4	-14	-3	0.3	-4	-4	-10	-3
O=C(CCS(=O)(=O)c1ccccc1)N1CCCc2ccccc21	-5	-0.4	-3	-1	0.0	-5	5	-1	2
COc1ccc(OC)c(CN2CCN(C(=O)c3cc4ccccc4cc3O)CC2)c1	-5	4.4	0	-2	-0.2	13	-9	-3	3
CCOc1ccc(NC(=O)N(Cc2ccc(C)cc2)Cc2ccccn2)cc1	4	0.0	7	-2	0.1	10	0	-2	5
CC(C)CN(CCC(=O)O)CC(C)C	-5	0.4	3	-4	-0.1	-10	1	-1	1
O=C(c1ccco1)N(Cc1ccccc1)Cc1ccccn1	-3	-0.8	5	0	0.0	1	-1	0	5

Arranged by value in Efflux pump inh (lowest first): some entries from above.
structure,Efflux pump inh
Cc1cc(C(=O)Nc2ccccc2C(=O)O)ccc1NC(=O)COc1cccc(C)c1C,-2.8
CCC(COC)NC(=O)c1ccc(OC)c(OC2CCN(C(C)=O)CC2)c1 (centres undefined),0.0
COc1cc2c(cc1OC)C(CSc1ccccc1C(=O)O)=NC(C)(C)C2,0.1

Next section
SMILES	ZTA counter	PP5 inh	EBNA-1 inh	TPT1 inh	Efflux pump inh	core dimer inh	PREPL inh	PP1 counter	CTSL1 counter
CCC(CC)NC(=O)c1ccccc1Oc1ccccc1	-13	2.9	-11	-3	0.0	1	-5	-1	0
O=C(CSc1nnc(-c2ccc(F)cc2)c2ccccc12)Nc1ccccc1Cl	-12	-0.3	-1	-3	0.3	12	-18	15	-1
CCCCn1c(N)c(N(CC)C(=O)c2cc(Br)ccc2Cl)c(=O)[nH]c1=O	-6	-1.1	5	0	-0.1	1	9	-3	-1
O=C(NC1CC2CCC(C1)N2Cc1ccco1)c1ccccc1 (centres undefined)	0	-0.4	-1	-5	0.0	-5	3	-2	4
COc1ccc(-c2nc(Cn3c(SCc4ccc(C)cc4)nc4ccncc43)c(C)o2)cc1OC	15	5.1	4	2	0.4*	-8	-25	7	1
COCCn1nnnc1C(c1ccccc1OC)N1CCN(c2ccccc2F)CC1 (centres undefined)	5	0.0	6	0	0.0	-1	-1	2	-1
Cc1cc(C)nc(NC(=O)c2ccc([N+](=O)[O-])c(C)c2)n1	3	0.5	-1	0	-0.1	-2	2	2	-7
CCOC(=O)C1CCN(C(c2cc3ccc(C)c(C)c3[nH]c2=O)c2nnnn2C2CCCCC2)CC1 (centres undefined)	-20	0.6	-8	12	0.1	22	-6	4	1
COc1cnc(SCC(=O)O)[nH]c1=O	-7	2.0	-4	-4	0.1	-2	9	-5	-4
O=C(/C(=C/O)N=Nc1ccccc1)c1ccncc1	10	1.8	-4	1	-0.1	1	6	-4	3
COc1ccc(/C=N/NC(=O)Cn2nnc3ccccc32)cc1OC	0	0.4	-8	0	0.4	-3	8	-2	6
CC(Oc1ccccc1)C(=O)Nc1cccc(NC(=O)c2ccco2)c1 (centres undefined)	-13	3.3	-3	0	0.0	6	-20	0	-3
CCOC(=O)c1cnc2c(C)cc(Cl)cc2c1NCCCN1CCOCC1	-13	2.8	10	-1	-0.2	4	-4	-1	3
Cc1[nH]c(=O)[nH]c(=O)c1N(C)C	-16	1.0	-1	-2	-0.1	-9	12	-1	1
CC(C)CCC(CCN1CCCC1)c1ccc2c(c1)OCO2 (centres undefined)	9	-1.1	-1	1	0.0	-1	11	-7	-3
CC(=O)c1sc(NC(=O)CCS(=O)(=O)c2ccc(Cl)cc2)nc1C	-6	-1.7	-1	-1	0.0	1	-11	-5	-6
Cc1ccc2c(ccn3cc4c(c(=O)n(C)c(=O)n4C)c23)c1	-6	3.8	8	-2	-0.1	-12	24	1	-2
CCCCC1(Br)C(=O)N(c2ccccc2)N(c2ccccc2)C1=O	-9	-0.1	x	x	0.1	x	-6	7	x
C/C(=N\NC(=O)COc1ccc(C#N)cc1)c1ccccc1OC(F)F	10	1.0	5	2	0.0	-1	-4	2	-5
O=C(NCCN1CCOCC1)c1ccc(NS(=O)(=O)c2cccc([N+](=O)[O-])c2)cc1	-8	0.7	-7	-1	0.1	4	15	-2	-1

Continued, starting with the last 2 of the part before.
SMILES	ZTA counter	PP5 inh	EBNA-1 inh	TPT1 inh	Efflux pump inh	core dimer inh	PREPL inh	PP1 counter	CTSL1 counter
C/C(=N\NC(=O)COc1ccc(C#N)cc1)c1ccccc1OC(F)F	10	1.0	5	2	0.0	-1	-4	2	-5
O=C(NCCN1CCOCC1)c1ccc(NS(=O)(=O)c2cccc([N+](=O)[O-])c2)cc1	-8	0.7	-7	-1	0.1	4	15	-2	-1
Clc1ccccc1Cn1nc(-c2ccccc2)nc1-c1ccccc1	7	4.1	-5	-2	-0.2	1	-4	0	2
O=C(NNC(=O)c1ccc(Cl)s1)c1csc(N2CCOCC2)n1	-9	1.2	-5	2	0.1	2	1	-7	0
Cc1cc(N2CCCCC2)nc2ccccc12	3	-1.2	-2	0	0.1	1	17	-4	2
CC1CCCN(CC(=O)NC(=O)NC2CCCCC2)C1 (centres undefined)	4	3.8	x	x	0.7	x	21	-1	x
O=C(Cc1ccc(F)cc1)Nc1nccs1	10	-0.6	0	-2	-0.1	2	-4	-3	0
OCC1(CC2CCCCO2)CCN(C/C=C/c2ccccc2)CC1 (centres undefined)	-2	1.5	-3	-2	0.0	1	5	0	-3
C#CCn1c(CCNC(=O)c2ccco2)nc2ccccc21	1	-0.5	-15	-1	0.3	-1	21	-1	-3
c1ccc(-c2nnc(N3CCN(c4ccccn4)CC3)c3ccccc23)cc1	8	1.8	10	2	0.0	11	-22	1	-1
COc1cccc(CC2(CO)CCCN(Cc3cc(F)ccc3-n3cccn3)C2)c1 (centres undefined)	-3	2.7	0	-4	-0.2	1	27	-1	3
COc1cccc2cc(C(=O)N3CCN(c4ccc(C)cc4C)CC3)c(=O)oc12	3	0.1	6	-2	0.1	-6	-1	-1	3
CC(C)(C)C(=O)OCCNc1nc(-c2ccccc2)nc2ccccc12	5	6.0	2	-6	-10	2	-8	2	4
O=C(Cc1ccc(Br)cc1)NCCc1ccc(F)cc1	5	-0.6	2	1	0.2	-2	6	0	2
C/C(=N\NC(=O)c1cccs1)c1ccc2ccccc2c1	3	1.7	-13	0	0.0	1	4	0	-8
COc1ccc(OC)c(C2Nc3c(Cl)ccc(C(=O)O)c3C3C=CCC32)c1 (centres undefined)	10	2.5	7	-2	-0.2	1	16	6	-1
Cn1nnnc1SCCNCC#Cc1ccccc1	-10	2.1	-2	3	0.0	-1	7	-9	-1
COc1ccc2nc(Nc3nc(CSc4ccc(C)cc4)cc(=O)[nH]3)nc(C)c2c1	-15	3.4	-10	-1	-0.1	15	-8	-4	-2
C[n+]1cnc(-c2ccccc2)cc1-c1ccccc1	-12	2.6	4	-1	0.0	-5	8	-2	-3
